Bioassay records from PubChem.
CF NFkB block: inhibitors of cystic fibrosis induced NF-kB. KKLEB NF-kB-GFP reporter, PAF-induced, GFP fluorescence overnight. inhibition, % at 5 µM. 360,000 tested, 0.86% active. AID 588850;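 active means at least 50% inhibition at 5 µM, scaled per plate between neutral and stimulator controls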;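 further: PAF is a Pseudomonas aeruginosa culture filtrate used as stimulus; plate controls were PAF-stimulated DMSO wells for no effect and unstimulated DMSO wells for full effect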
KKLEB cytotox: CF airway cell cytotoxicity counter-screen. 360,000 tested, 0.36% active. KKLEB CF airway cells viability, ATPlite luminescence, overnight; hits give low values; cells stimulated with P. aeruginosa culture filtrate. activity change (cytotoxicity), % at 5 µM;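 active means corrected activity change at or below -50% at 5 µM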
NR2E3 ag-1: agonists of human NR2E3 nuclear receptor; inhibition of corepressor binding, % at 3.98 µM; CHO-S Gal4-NCOR/VP16-NR2E3 two-hybrid, luciferase; AID 602229; 360,000 tested, 0.35% active;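 active means inhibition above the mean of all tested compounds plus 3 SD, cut at about 70% in these data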;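 further: 0% = DMSO with NR2E3 transfected cells and 100% = cells lacking NR2E3 construct; higher means lower luciferase signal from less NR2E3 corepressor binding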
Target sequence (Q9Y5X4 whole entry, looked up, the tested form may be a part): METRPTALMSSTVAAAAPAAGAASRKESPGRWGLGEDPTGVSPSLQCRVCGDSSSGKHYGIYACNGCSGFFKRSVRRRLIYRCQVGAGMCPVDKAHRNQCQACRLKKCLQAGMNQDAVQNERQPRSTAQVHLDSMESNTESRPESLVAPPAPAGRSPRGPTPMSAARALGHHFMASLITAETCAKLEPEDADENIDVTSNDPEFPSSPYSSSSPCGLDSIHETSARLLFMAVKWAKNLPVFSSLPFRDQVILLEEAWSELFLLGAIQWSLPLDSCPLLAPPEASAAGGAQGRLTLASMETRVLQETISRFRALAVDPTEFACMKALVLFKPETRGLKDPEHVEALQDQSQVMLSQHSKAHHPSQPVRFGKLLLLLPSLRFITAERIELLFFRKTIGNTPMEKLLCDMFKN
C8 TRAIL sens: sensitizes caspase-8 expressing cells to TRAIL; NB7+C8 cells + TRAIL, ATPlite viability luminescence; inhibition (viability loss, TRAIL sensitization), % at 10 µM; 360,000 tested, 1% active; AID 624354;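 active means compounds causing at least 50% loss of cell viability in the single-dose screen, relative to plate controls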
HIF-2a inh: inhibitors of HIF-2a; 360,000 tested, 0.72% active; inhibition, % at 18.8 µM; 786-0 RCC cells HIF-2a reporter, luciferase luminescence, overnight;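 active means inhibition of the luminescence signal of 40% or more relative to plate controls, in a single-dose primary screen at 18.75 µM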
TWEAK Fn14 block: inhibitors of TWEAK-Fn14 interaction signaling; inhibition, % at 10 µM; AID 1159606; 360,000 tested, 2% active; TWEAK-stimulated Fn14 reporter cells, luciferase luminescence, 8 h; in the data active means inhibition above about 50%
TROY NFkB inh: inhibitors of TROY-dependent NF-kB signaling. Q293 LMP1-TROYcd NF-kB luciferase reporter, 4 h. inhibition, % at 10 µM. 360,000 tested, 0.98% active. AID 1347056;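 active means compounds whose plate-normalised and pattern-corrected inhibition of the luciferase reporter signal at the single screening dose is 50% or more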
MITF TRPM1 inh: inhibitors of MITF-driven TRPM1 promoter in melanoma cells. SK-MEL-5 TRPM1 promoter luciferase, 24 h. inhibition, % at 12.5 µM. 330,000 tested, 0.83% active. AID 488899;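 active means mean inhibition across replicates of 60% or more, whatever share of single replicates reaches that level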; further: values of inactives mirror those of a sister screen read the other way
NR2E3 ag-2: NR2E3 (human) agonism; GST-NR2E3/biotin-RetCOR TR-FRET, 1536-well; inhibition of corepressor binding, % at 4.78 µM; 320,000 tested, 0.12% active; AID 2300;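 active means percent inhibition above the cutoff of mean plus 3 SD of all tested compounds, set per screening campaign, cut at about 20% in these data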;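 further: 0% = DMSO wells and 100% = biotin wells as full block of FRET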
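system = GST-tagged NR2E3 plus biotinylated RetCOR corepressor | input = 1.35 nM GST-NR2E3 | also added = 7 nM biotin-RetCOR | schedule = 5 h incubation at 4 °C | measured by = TR-FRET with europium anti-GST and streptavidin-D2, 340 nm excitation | read-out = percent loss of FRET ratio relative to control wells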
Peg3 promoter: reduces Peg3 promoter-driven luciferase expression in HeLa. HeLa PEG-Prom luciferase reporter, luminescence, overnight. inhibition, % at 20 µM. 360,000 tested, 1.7% active. AID 588405;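 active means inhibition of at least 50% at 20 µM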
Shn3 3UTR inh: Schnurri-3 reporter inhibition in Clone20 osteoblasts. Clone20 osteoblast Shn3 3'UTR firefly luciferase, 24 h. inhibition, % at 12.5 µM. 360,000 tested, 0.52% active. AID 588674;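 active means mean inhibition of at least 75% with every replicate also reaching 75%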;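 further: 0% = median of neutral control wells and 100% = pilot-screen positive control compound; some compounds past the cut are filed as inactive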
* hit, by the source's call; . = not tested or not shown.

SMILES | CF NFkB block | KKLEB cytotox | NR2E3 ag-1 | C8 TRAIL sens | HIF-2a inh | TWEAK Fn14 block | TROY NFkB inh | MITF TRPM1 inh | NR2E3 ag-2 | Peg3 promoter | Shn3 3UTR inh
COc1ccc(CN([C@H](CO)CC(C)C)S(=O)(=O)N(Cc2ccccc2)[C@H](CO)CC(C)C)cc1 | 28 | -17 | 41 | 14 | 7 | 22 | 25 | 1 | . | 83* | 26
COc1ccc(-c2noc(CCC(=O)O)n2)cc1 | 14 | 14 | -13 | 0 | 24 | 17 | 4 | -7 | -3 | 8 | -2
O=P(COCCOCCOCCOCP(=O)(c1ccccc1)c1ccccc1)(c1ccccc1)c1ccccc1 | -4 | -1 | -20 | 10 | 22 | 7 | -2 | -1 | 0 | 9 | 30
Cc1cccc2c1N(CCCOc1ccc(C(C)(C)C)cc1)C(=O)C2=O | 39 | -6 | 0 | -4 | -11 | -58 | 5 | . | 1 | 9 | 13
C=CCNC(=O)COC(=O)c1oc2ccccc2c1CSC1CCCCC1 | 0 | 5 | -22 | 1 | 10 | 28 | 3 | -1 | -4 | 17 | 22
COc1cccc(Cn2cc(-c3cccc(C(F)(F)F)c3)nn2)c1 | -6 | -22 | 1 | -3 | -69 | -25 | -26 | . | 0 | -26 | 23
COc1ccc(C(=O)NC2CC2)cc1OC1CCN(Cc2ccc(NC(C)=O)cc2)CC1 | 4 | 4 | -12 | 11 | 12 | -5 | -5 | 5 | . | 4 | -18
Cc1sc(N)c(C(=O)c2ccccc2Cl)c1C | 28 | -1 | -54 | 11 | 6 | 9 | 11 | 1 | 0 | 13 | -16
Cc1ccc(S(=O)(=O)C(CNC(=O)C(C)C)c2cccs2)cc1 (stereo not drawn) | 6 | 1 | -20 | -2 | 17 | -9 | 13 | 7 | 2 | -2 | -5
CC(=O)c1ccccc1NS(=O)(=O)c1cccc2nonc12 | -11 | -6 | -9 | -3 | 19 | 10 | -6 | 10 | -1 | 18 | 7
C=CCn1c(CNC(=O)c2cccs2)n[nH]c1=S | 5 | -2 | 19 | -3 | 6 | -5 | -12 | -1 | -1 | 8 | -8
COc1ccc(C#Cc2cccc(-c3nc(C(=O)N4CCN(C)CC4)cc4c3[C@H](CCO)N(S(=O)C(C)(C)C)C4)c2)cc1OC (stereo partly drawn) | -5 | -6 | -23 | -4 | 4 | -26 | -7 | . | . | -23 | -15
Cc1cccc(C)c1NC1=NC(=S)N(c2ccccc2)C12CCOC(C)(C)C2 (stereo not drawn) | -10 | -8 | -28 | -7 | 21 | -11 | 25 | 4 | 1 | 2 | 9
CCOC(=O)CSc1nc2sc3c(c2c(=O)n1-c1ccc(C)cc1)CCN(C)C3 | -14 | 1 | -28 | 1 | 8 | -14 | -2 | 7 | . | 1 | 12
CC(=O)Nc1cccc(-c2ccnc3c2CC(C)(C(=O)NCc2ccccc2)O3)c1 (stereo not drawn) | 48 | -33 | 11 | 0 | 18 | -2 | 22 | . | . | -23 | 23
Cc1ccccc1NC(=S)NC(C)C(c1ccccc1)N1CCN(C)CC1 (stereo not drawn) | 20 | 4 | 6 | 1 | 18 | -6 | 11 | -23 | 1 | -14 | 6
CCOc1ccc2c(c1)OC1(CCC(C)C1)CC2=O (stereo not drawn) | 15 | -17 | -10 | -16 | 2 | 0 | -5 | 4 | 5 | 7 | 11
CN(C)c1ccc(CNc2nc3cc(-c4ccc(F)cc4)sc3c(=O)n2C)cc1 | -12 | 4 | -63 | 21 | -256 | 38 | 6 | . | . | -300 | 5
CCN1C(=O)[C@@H]2[C@@H](c3ccc(-c4ccc(F)cc4)c(OC)c3)N3CCC[C@@]3(C(=O)OC)[C@@H]2C1=O | -13 | 16 | -18 | -7 | 16 | -7 | 0 | 1 | . | 10 | 23
CN(Cc1ccco1)S(=O)(=O)c1ccc2c(c1)CCN2C(=O)CCC(=O)O | 10 | -4 | 2 | -6 | 18 | 6 | 5 | 3 | -4 | -8 | -11
Cc1nc2ccc(NS(=O)(=O)c3c(C)c(C)cc(C)c3C)cc2s1 | 16 | 2 | 10 | -19 | 13 | -3 | 24 | 17 | 3 | 34 | 35
CCOc1c2ccc(C(=O)NC3CCCc4ccccc43)cc2nn1C (stereo not drawn) | 4 | 5 | -2 | -8 | -6 | -20 | 10 | -5 | 2 | 3 | -7
Cc1cc(C)c(NC(=O)C2CCCN2C(=O)NC2CCCCC2)c(C)c1 (stereo not drawn) | -15 | 13 | -6 | -2 | 5 | 3 | 12 | -1 | 3 | 7 | 14
O=C(Cn1cc2c(n1)CCCCC2)N1CCc2ccccc2C1 | 8 | 1 | -6 | -4 | -37 | 9 | -29 | . | 3 | -32 | -9
CCOC(=O)CN1CC23C=CC(O2)C(C(=O)N2CCN(c4ccc(F)cc4)CC2)C3C1=O (stereo not drawn) | 7 | -31 | 1 | 4 | -2 | 3 | -3 | . | 3 | 12 | 1
SMILES | CF NFkB block | KKLEB cytotox | NR2E3 ag-1 | C8 TRAIL sens | HIF-2a inh | TWEAK Fn14 block | TROY NFkB inh | MITF TRPM1 inh | NR2E3 ag-2 | Peg3 promoter | Shn3 3UTR inh
Cc1cc(NC(=O)CCC(=O)N(CC(=O)NCC2CCCO2)c2ccccc2)no1 (stereo not drawn) | -1 | -9 | 17 | 0 | 11 | 18 | 1 | 2 | 0 | 0 | 6
COC(=O)c1ccc(NC(=O)N2CCC(O)(c3cccnc3)CC2)cc1 | 2 | -5 | -4 | 16 | 9 | 1 | -7 | -16 | 0 | 1 | -6
C/C=C/c1cc(OC)c2c(c1)[C@H](C)[C@@H](c1ccc(O)c(OC)c1)O2 | -21 | -9 | 15 | -15 | -19 | -3 | -2 | 6 | 1 | 9 | -6
COC(=O)CCc1c(C)c(C(=O)c2ccc(F)cc2)c2ccccn12 | 11 | 5 | -14 | -2 | 2 | -2 | -5 | 2 | -1 | 8 | 3
COc1cc(OC)c2c(c1)S(=O)(=O)C(c1ccccc1)=C2N | -6 | 3 | 6 | -3 | -6 | -4 | -5 | 8 | 0 | -16 | 12
Cc1ccc(NCc2nnc(SCC(=O)c3ccccc3)n2Cc2ccco2)c(C)c1 | -13 | 4 | 4 | -9 | -20 | 17 | 10 | 15 | 3 | -7 | -10
COc1ccc(S(=O)(=O)NC(N)=NCCc2ccc(OC)c(OC)c2)cc1C | 4 | -22 | -11 | -1 | 17 | -15 | 10 | -13 | 5 | 16 | -20
CCOC(=O)C1CCN(CC(C)(C)NS(=O)(=O)c2ccc(Cl)cc2)CC1 | -9 | -5 | 25 | 2 | 1 | 2 | -31 | -3 | 3 | 2 | -14
O=c1c2ccccc2nc2n1CCO2 | 0 | 5 | -9 | 5 | 14 | 1 | -2 | 0 | 0 | 0 | -2
COC(=O)COc1nc(C)c(Br)c(OC)n1 | 18 | 7 | -14 | 8 | -2 | -2 | 14 | 9 | 3 | 18 | 23
Cc1ccccc1C(=O)NNC(=O)c1cccc([N+](=O)[O-])c1 | -17 | 14 | -10 | -9 | -2 | 14 | 13 | -12 | 2 | -18 | -11
CCOc1ccc(-n2cnc3sc(C)c(C)c3c2=O)cc1 | -2 | -11 | -10 | 3 | -51 | -5 | 6 | -16 | -1 | -18 | -2
O=C(C1CCN(C2CCN(Cc3ccc4c(c3)CCO4)CC2)CC1)N1CCOCC1 | 1 | -1 | 1 | 4 | 13 | 21 | -5 | 9 | -1 | -3 | -1
COc1cccc(C(C)(O)c2nc(-c3ccc(N(C)C)cc3)cs2)c1 (stereo not drawn) | 9 | 12 | 73* | 13 | -107 | 25 | -18 | . | . | -98 | 60
COc1ccc(/C=N/NC(=O)C(=O)N2CCCCCC2)cc1O | 0 | -6 | 7 | -7 | 5 | 7 | 21 | 5 | -1 | 12 | 2
O=C(OC(C(=O)NCC1CCCO1)c1ccccc1F)c1ccco1 (stereo not drawn) | 1 | -2 | -25 | -7 | 12 | -4 | 4 | 0 | 3 | 1 | 6
COc1ccc(CCN2CC(C(=O)NCCN3CCCC3=O)CCC2=O)cc1 (stereo not drawn) | -21 | -7 | 3 | -3 | 5 | -8 | 8 | -8 | 1 | 7 | -2
CCOC(=O)[C@]12CCC=C1N(Cc1ccc3c(c1)OCO3)C(=O)[C@H](CC(=O)N1CCOCC1)C2 | . | . | -38 | -5 | -1 | -13 | -2 | . | . | . | .
O=C(O)CCN(CCC(=O)O)S(=O)(=O)c1ccccc1 | 6 | 0 | -25 | -13 | 19 | -11 | 7 | 0 | 4 | 11 | 18
CN(C(=O)C1CCC(=O)N(Cc2cccc(F)c2)C1)C1CCCCC1 (stereo not drawn) | -42 | 0 | -93 | -5 | -209 | -16 | -57 | -105 | -3 | -278 | -82
CCC1OC(=O)C(C)C(OC2C[C@@](C)(OC)C(O)C(C)O2)C(C)C(O[C@@H]2OC(C)CC(N(C)C)C2O)[C@](C)(O)CC(C)C(=NOCOCCOC)C(C)C(O)[C@]1(C)O (stereo partly drawn) | 18 | -4 | -9 | -18 | -13 | -28 | -22 | 7 | 3 | -12 | -4
Cc1ccc(C(=O)C2CCN(S(=O)(=O)c3ccccc3C(=O)O)CC2)cc1 | -3 | -7 | -8 | -11 | 15 | 6 | 2 | 1 | . | 7 | 10
CCCCN(C(=O)CSc1nn(-c2ccc(F)cc2)c(=S)s1)c1c(N)n(CCCC)c(=O)[nH]c1=O | 34 | -19 | -1 | -2 | 12 | -8 | -6 | 3 | 5 | 16 | -2
COc1ccc(CNC(=O)c2csc(Cc3ccccc3)n2)cc1 | 14 | -6 | -49 | 9 | -193 | -39 | -62 | -52 | -1 | -159 | -7
O=C(NCC(=O)N(CC1CCCO1)C(C(=O)NC1CCCCC1)c1cccnc1)c1cccs1 (stereo not drawn) | 6 | -8 | -4 | -11 | -1 | 20 | 17 | 8 | 0 | 5 | -11
COc1ccc(CCNC(=O)C(=O)NN=C2CCCCCCC2)cc1OC | 0 | 3 | -18 | -4 | 23 | -1 | -13 | -1 | 4 | 14 | 0
CCOc1ccc(NC(=O)CCNC(=O)C2CCN(S(=O)(=O)c3ccccc3)CC2)cc1 | -9 | -12 | 7 | -17 | 1 | -5 | 6 | 4 | 1 | -3 | 14
COc1ccc2[nH]cc(CCCN3C(=O)c4ccccc4C3=O)c2c1 | 3 | 2 | -9 | -2 | -5 | -20 | -2 | -7 | -1 | -15 | 7
O=C(N/N=C/c1cc2c(cc1Cl)OCO2)c1ccc2c(c1)OCCO2 | -11 | 8 | -8 | 6 | -179 | -31 | -43 | -39 | -2 | -67 | -9
COCc1cc(Sc2c(Cl)cccc2Cl)nc(-c2ccccc2)n1 | 15 | 3 | -23 | 23 | 26 | 5 | -20 | 15 | -4 | 22 | 34

Three compounds out of the list above, arranged by their value in MITF TRPM1 inh, ascending:
structure,CF NFkB block,NR2E3 ag-1,HIF-2a inh,TWEAK Fn14 block,MITF TRPM1 inh,NR2E3 ag-2,Peg3 promoter,Shn3 3UTR inh
O=C(N/N=C/c1cc2c(cc1Cl)OCO2)c1ccc2c(c1)OCCO2,-11,-8,-179,-31,-39,-2,-67,-9
COc1ccc(S(=O)(=O)NC(N)=NCCc2ccc(OC)c(OC)c2)cc1C,4,-11,17,-15,-13,5,16,-20
COCc1cc(Sc2c(Cl)cccc2Cl)nc(-c2ccccc2)n1,15,-23,26,5,15,-4,22,34

The list is partial, so the mix of outcomes need not match the whole.
